ERK AVP block: inhibitors of vasopressin-stimulated ERK signaling pathway; HEK293-V1b, vasopressin-stimulated pERK AlphaScreen; Potency, µM (series often up to 57.5 µM), inactives show at the highest dose activity, negative = inhibition, usual class: inhibitors; actives 0.99% (n = 72,000); AID 995; also: potency is read from the fitted curve at half-maximal effect; % is scaled to controls: 0 for no effect and ±100 for the full control effect; nearly all actives have a fitted effect of over 55% in size
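Overnight-seeded V1b-HEK293 cells in 1% FBS got compound, then vasopressin (25 nM final, 5 min, 37C), then lysis buffer. AlphaScreen detection of phospho-ERK; activity normalized to basal and full-stimulation controls.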
15-hLO inh: blocks human 15-lipoxygenase activity; purified 15hLO-1, xylenol orange hydroperoxide absorbance; actives 1.4% (n = 74,000); Potency, µM (titrated, usually from 57.1 µM), without a hit: top-dose activity change, negative = inhibition, most hits filed as inhibitors; AID 887; also: potency is read from the fitted curve at half-maximal effect; % is scaled to controls: 0 for no effect and ±100 for the full control effect; nearly all actives have a fitted effect of over 55% in size
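Purified human 15hLO-1 (40 nM) in 25 mM Hepes pH 7.5, 0.01% Triton X-100, preincubated 15 min RT with compound, then 50 uM arachidonic acid for 6 min. Hydroperoxide read by ferrous/xylenol orange, 30 min; 573/405 nm absorbance ratio gave progress.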
DNA Pol III inh: blocks replication by bacterial DNA polymerase III holoenzyme. reconstituted DNA polymerase III holoenzyme replication, biochemical. actives 0.25% (n = 71,000). Potency, µM (top dose mostly 57.1 µM), without a hit: at the top dose activity change, negative = inhibition. AID 603; also: potency is read from the fitted curve at half-maximal effect; % is scaled to controls: 0 for no effect and ±100 for the full control effect
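Reconstituted *E. coli* holoenzyme (0.35 nM Pol III, 1 nM beta, 154 nM SSB, 2 nM primase) was preincubated with compound for 15 min at RT. Synthesis on 1.4 nM ssM13Gori ran 35 min, then was stopped with PicoGreen/EDTA and read as dsDNA fluorescence.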
HBB splice mod: alters splicing of the hemoglobin beta chain; AID 925; Potency, µM (titrated, usually from 46.1 µM), without a hit: at the top dose activation, usual class: activators; actives 0.06% (n = 65,000); HBB splicing reporter cell assay, activation; EGFP reporter with mutant IVS2-654 intron; response scale: normalised to 500 nM splice-correcting PNA; also: potency is read from the fitted curve at half-maximal effect; 0% is about no effect
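HeLa cells stably expressing EGFP interrupted by mutant beta-globin intron 2 (IVS2-654), 500/well in 2% FCS. Treated with compound for 2 days at 37C. Splicing correction scored as total well GFP intensity (488 nm excitation, 500-520 nm emission); 500 nM antisense PNA served as control.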
Luciferase inh: inhibitors of firefly luciferase; actives 2.2% (n = 72,000); P08659; Potency, µM (highest dose often 57.1 µM), for the others: at the top dose activity change, negative = inhibition, hits mostly inhibitors; purified firefly luciferase, luminescence, 8 min; AID 411; also: potency is read from the fitted curve at half-maximal effect; % is scaled to controls: 0 for no effect and ±100 for the full control effect; nearly all actives have a fitted effect of over 40% in size
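Luminescence read-out after 8 min at room temperature; enzyme reaction used luciferin plus 10 uM ATP (linear range) in imidazole buffer pH 7.2 with KCl, MgCl2, Tween 20 and BSA. Each sample was run as a titration.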
Texas Red fluor: compound fluoresces in the Texas Red spectral region; Compound fluorescence, Texas Red channel, 547/618 nm; hits give high values; max dye-equivalent concentration, M; actives 0.06% (n = 59,000); in the data active = max dye-equivalent concentration above about 10 nM; inconclusive = between about 1.1 nM and that limit
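Dye-equivalent concentrations come from scaling compound signal (ex 547, em 618 nm) to six Texas Red standard concentrations run on every plate, after 15 min room-temperature incubation in pH 8.0 Tris (100 mM).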
CRE Fsk mod: modulators of forskolin-stimulated CRE signaling in CHO cells | Potency, µM (highest dose often 38.2 µM), for inactives: top-dose activity change, negative = inhibition, usual class: activators | CHO CRE-bla reporter (cAMP response element driving beta-lactamase), forskolin EC10, beta-lactamase ratio | actives 2.5% (n = 71,000); active = well fitted activation curve with a large enough effect in the signal ratio, with a control signal flat, not every such curve was filed as active; inconclusive = small, poorly fitted or top-dose-only effect, or effect the other way, or a change in a side signal; the % refers to the signal ratio; also: potency is read from the fitted curve at half-maximal effect; % of control where 0% means no effect
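qHTS titration format; CRE-bla CHO reporter; stimulus EC10 NKH 477, a water-soluble forskolin. Read: CCF4 460/530 nm ratio. Potency expressed as AC50 for activators or inhibitors.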
Hsp90 Hop PPI: changes Hsp90-Hop TPR2A binding signal, up or down. AlphaScreen TPR2A-His6 binding biotin-Hsp90 C-terminal peptide. Potency, µM (top dose mostly 57 µM), without a hit: at the top dose activity change, negative = inhibition. actives 0.44% (n = 71,000); active = well fitted curve in either direction with a large enough effect; inconclusive = small, poorly fitted or top-dose-only effect, or another doubt; also: potency is read from the fitted curve at half-maximal effect; % is scaled to controls: 0 for no effect and ±100 for the full control effect; many of its hits are not listed in these tables
Tau filament bind: binds recombinant human tau filaments; P10636; recombinant tau filaments, thioflavin S fluorescence, 15 h; filaments grown with octadecylsulfate alongside compound; Potency, µM (titrated, usually from 57.1 µM), inactives show at the top dose activity change, negative = inhibition; actives 2% (n = 71,000);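 also: potency is read from the fitted curve at half-maximal effect; % is scaled to controls: 0 for no effect and ±100 for the full control effect; actives lower thioflavin S fluorescence by blocking filaments or displacing dye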
Target sequence (P10636 whole entry, looked up): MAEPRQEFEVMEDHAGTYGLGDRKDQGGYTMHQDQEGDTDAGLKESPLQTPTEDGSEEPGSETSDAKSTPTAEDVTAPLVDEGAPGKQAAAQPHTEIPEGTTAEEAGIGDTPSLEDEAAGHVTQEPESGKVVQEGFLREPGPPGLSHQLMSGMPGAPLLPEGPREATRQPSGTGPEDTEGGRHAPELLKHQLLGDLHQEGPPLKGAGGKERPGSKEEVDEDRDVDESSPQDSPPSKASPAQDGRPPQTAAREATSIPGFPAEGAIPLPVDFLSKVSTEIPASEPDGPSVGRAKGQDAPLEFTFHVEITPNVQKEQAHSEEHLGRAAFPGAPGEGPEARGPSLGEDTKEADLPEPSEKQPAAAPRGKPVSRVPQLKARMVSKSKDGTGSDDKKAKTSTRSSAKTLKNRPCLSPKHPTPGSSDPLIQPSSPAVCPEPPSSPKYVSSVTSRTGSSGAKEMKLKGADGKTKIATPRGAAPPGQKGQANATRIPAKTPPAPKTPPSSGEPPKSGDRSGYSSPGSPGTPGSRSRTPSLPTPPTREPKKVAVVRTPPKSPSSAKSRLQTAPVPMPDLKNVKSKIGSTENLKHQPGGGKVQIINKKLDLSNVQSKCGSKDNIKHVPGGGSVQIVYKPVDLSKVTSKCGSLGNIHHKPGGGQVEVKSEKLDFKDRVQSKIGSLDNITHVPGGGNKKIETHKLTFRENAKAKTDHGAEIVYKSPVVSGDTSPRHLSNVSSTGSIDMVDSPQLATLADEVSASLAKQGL
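Read-out: ThS fluorescence, 450 nm excitation/510 nm emission; lower signal marks blocked filament formation or displaced dye. Tau at 1 uM with 30 uM ODS, 10 uM ThS, 5 mM DTT, 100 mM NaCl, 10 mM HEPES pH 7.4; 15 h, 37 C.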
HADH2 inhib: HADH2 (human) dehydrogenase inhibition; Q99714; actives 3.4% (n = 73,000); Potency, µM (top dose mostly 57.1 µM), for inactives: top-dose activity change, negative = inhibition, usual class: inhibitors; recombinant HADH2, NADH fluorescence, beta-hydroxybutyryl-CoA; also: potency is read from the fitted curve at half-maximal effect; % is scaled to controls: 0 for no effect and ±100 for the full control effect; nearly all actives have a fitted effect of over 60% in size; many of its hits are not listed in these tables
Target sequence (Q99714 whole entry, looked up, one chain of several): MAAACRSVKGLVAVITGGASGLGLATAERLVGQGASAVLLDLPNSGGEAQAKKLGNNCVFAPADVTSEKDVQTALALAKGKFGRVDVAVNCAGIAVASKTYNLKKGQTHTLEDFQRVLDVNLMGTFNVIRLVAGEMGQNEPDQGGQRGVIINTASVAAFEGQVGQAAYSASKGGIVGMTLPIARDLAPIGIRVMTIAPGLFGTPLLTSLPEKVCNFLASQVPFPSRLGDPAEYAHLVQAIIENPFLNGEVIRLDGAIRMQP
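NADH fluorescence (ex 360/em 450 nm) read every 30 s for 4 min; activity taken as last-minus-first time point difference. Enzyme 20 nM, NAD+ 1 mM, beta-hydroxybutyryl-CoA 90 uM, pH 9.0 Tris buffer.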
Rhodamine fluor: rhodamine region autofluorescence; actives 0.05% (n = 59,000); Rhodamine-region fluorescence, 547/598 nm, Tris buffer; hits give high values; max dye-equivalent concentration, M; AID 594; in the data active = max dye-equivalent concentration above about 11 nM; inconclusive = between about 1.1 nM and that limit
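Steps: pin-transfer compounds into pH 8.0 Tris (100 mM), hold 15 min at room temperature, image with a 547/598 nm filter pair, and convert intensities to rhodamine-equivalent concentration using a six-point on-plate rhodamine series.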
Numbers without * were called inactive; i = inactive; ? = inconclusive; / = no result given; & = joins results of further samples; ! = a repeat was not active; [ ] = remark or other dose. Unless noted, calls follow the shape of the dose curve; as a rule, active = well fitted curve in the direction sought with a large enough effect; inconclusive = small, poorly fitted or top-dose-only effect, or another doubt; inactive = no such curve, though single readings can be large; an effect the other way counts as inactive or inconclusive. These rows are one share of the data; rates above refer to the full screens.

SMILES	ERK AVP block	15-hLO inh	DNA Pol III inh	HBB splice mod	Luciferase inh	Texas Red fluor	CRE Fsk mod	Hsp90 Hop PPI	Tau filament bind	HADH2 inhib	Rhodamine fluor
C=C1C/C(=C\C)C(=O)O[C@@H]2CCN3CC=C(COC(=O)[C@@]1(C)O)[C@H]23	0%[25.7 µM]	2%[25.6 µM]	-1%[25.6 µM]	0.8%[20.6 µM]	3%[25.5 µM]	i	-9%[17.1 µM]	-2%[26 µM]	2%[25.6 µM]	-3%[25.6 µM]	i
Cc1ccc2c(c1)C1CN(C)CCC1N2C(=O)Cc1cccs1 (centres undefined)	-11%	9%	-4%	0.0%[57.5 µM]	-1%	i	4%	-1%	5%	-3%	i
CN(C(=O)Cc1ccc(Cl)c(Cl)c1)[C@@H](CN1CCCC1)c1cccc(OCC(=O)O)c1	25%&7%	3%[25.6 µM]	-3%&-3%	2.0%	1%&-3%	i	-7%&6%	0%&-5%	?	-2%&15%	i
CC[n+]1c(-c2ccccc2)c2cc(N)ccc2c2ccc(N)cc21	?	10µM*!	2µM*	-1.0%	/	/	8%	-18%	0.32µM*	-2%	/
O=c1[nH]c(=O)n(-c2cccc(Cl)c2)c(O)c1/C=N/c1ccccn1	-25%	8%	-8%	0.3%[57.5 µM]	2%	i	5%	-1%	18%	-5%	i
O=c1cccc2n1CC1CC2CN(c2ncnc3c2cnn3-c2ccccc2)C1 (centres undefined)	3%	4%	-5%	0.0%	2%	i	?	-4%	4%	-1%	i
CCOC(=O)c1c(C)n(Cc2ccccc2)c2ccc(OCC(O)Cn3nc(C)nc3C)cc12 (centres undefined)	?	2%	1%	-1.0%	0%	/	?	-13%	181%	?	/
CC1(C)C2CC=C(CN3CCOCC3)C1C2 (centres undefined)	?	5%	2%	0.3%	2%	i	1%	4%	-5%	2%	i
CC(=NCc1cccnc1)c1c(O)n(-c2ccc(C)cc2)c(=O)[nH]c1=O	-5%	2%	3%	-0.4%[0.369 µM]	0%	i	3%	-5%	-4%	-8%	i
O=C1CS[C@@H](c2ccccc2Cl)c2cc(Cl)ccc2N1	-17%	?	-2%	/	-1%	/	-13%	-7%	?	-5%	/
O=[As](O)(O)c1ccc(NCc2ccccc2)cc1	-14%[11.5 µM]	3%[11.4 µM]	-11%[11.4 µM]	-0.4%[9.22 µM]	1%[11.4 µM]	i	-4%[7.6 µM]	-3%[11 µM]	8%[11.4 µM]	6%[11.4 µM]	i
c1ccc(N2CCC3(CCNCC3)CC2)cc1	-11%	-7%	-3%	1.3%	1%[11.4 µM]	i	-14%	-22%	-11%	5%	i
Cc1nnc(SCc2nc3ccccc3c(=O)n2-c2ccccc2Cl)n1N	-5%	-1%	0%	-0.9%	1%	i	-3%	-4%	-9%	-6%	i
COc1cc(CCN)ccc1O	?	6%	-5%	-1.1%	2%	i	-2%	-10%	-3%	9%	i
CC(C)NC(C)C	1%	-6%	-5%	-0.6%	/	/	-7%	0%	2%	-4%	/
C[C@@]12Cc3cnc(-c4ccccc4)nc3C[C@@H]1CC[C@@H]1[C@H]3CC[C@@](C)(O)[C@]3(C)CC[C@@H]12	-7%[11.5 µM]	7%[11.4 µM]	-5%[11.4 µM]	3.6%[9.22 µM]	3%[11.4 µM]	i	0%[7.6 µM]	-3%[11 µM]	24%[11.4 µM]	-5%[11.4 µM]	i
O=S(=O)(Nc1nccs1)c1ccc([As](=O)(O)O)cc1	-1%[11.5 µM]	16%[11.4 µM]	-8%[11.4 µM]	1.3%[9.22 µM]	1%[11.4 µM]	i	-3%[7.6 µM]	0%[11 µM]	15%[11.4 µM]	-1%[11.4 µM]	i
Cc1ccc(C2(c3ccc(C)c(O)c3C)CCN(C)CC2)c(C)c1O	-26%[11.5 µM]	11%[11.4 µM]	-4%[11.4 µM]	0.2%[9.22 µM]	3%[11.4 µM]	i	9%[7.6 µM]	0%[11 µM]	-6%[11.4 µM]	-3%[11.4 µM]	i
O=C(Cn1ncc2ccccc21)N1CCC2(CC1)OCCO2	26%	7%	0%	-6.5%	2%	i	-7%	4%	0%	6%	i
COC(=O)[C@H]1C(=O)c2ccccc2O[C@@](C(=O)OC)(c2ccccc2)[C@@H]1c1ccccc1	1%[11.5 µM]	-16%[11.4 µM]	/	0.9%[9.22 µM]	1%[11.4 µM]	/	/	/	/	10%[11.4 µM]	/
C=C[C@@H]1CN2CC[C@H]1C[C@H]2[C@@H](O)c1ccnc2ccccc12	/	/	-4%	/	-2%[11.4 µM]	i	-12%	1%	-11%	-6%	i
O=C(NC1CC1)C1CSC(c2cccnc2)=N1 (centres undefined)	-9%	8%	0%	0.0%	1%	i	-24%	-3%	0%	-16%	i
CC1=NCCc2c1[nH]c1cc(O)ccc21	3%	-1%[25.6 µM]	-4%	7.5%[20.6 µM]	-2%[11.4 µM]	i	?	-13%	236%	0%	?
CCN1C(=O)/C(=C2\C=Cc3ccccc3N2CC)OC1=S	16µM*	-29%	0%	-3.4%	-1%	?	0%	-18%	1µM*	0%	2.2e-08M*
C[C@@]12CC[C@H]3[C@@H](CC[C@@H]4C[C@H]5S[C@H]5C[C@]43C)[C@H]1CC[C@H]2O	-11%[25.7 µM]	5%[25.6 µM]	2%[25.6 µM]	-1.0%[20.6 µM]	-3%[25.5 µM]	i	2%[17.1 µM]	-8%[26 µM]	10%[25.6 µM]	-3%[25.6 µM]	i
COc1cc(OC)c(/C=C2/C(=O)Nc3ccccc32)c(OC)c1	?	-6%	-3%	-1.8%	1%	i	?	-19%	-29%	-7%	i
ClC(Cl)=C(Cl)Cl	3%&5%	2%&2%	1%&-6%	2.4%&0.6%	/	/	-5%&-8%	-1%&-1%	11%&10%	2%&-4%	/
C=CCN1C[C@H](C)N([C@H](c2ccc(C(=O)N(CC)CC)cc2)c2cccc(O)c2)C[C@H]1C	2%	-1%[25.6 µM]	-4%	/	4%	/	?	-2%	40µM*	3%	/
Oc1ccc2c3c1O[C@H]1[C@@H](O)CC[C@]4(O)[C@H](C2)N(CC2CCC2)CC[C@@]314	-3%[25.7 µM]	6%[25.6 µM]	0%[25.6 µM]	1.3%[20.6 µM]	-3%[25.5 µM]	i	4%[17.1 µM]	0%[26 µM]	7%[25.6 µM]	-4%[25.6 µM]	i
CN1CCN(C(=O)Cc2nc3ccccc3[nH]2)CC1	-9%	2%	-7%	-0.3%	1%	i	-2%	-2%	20%	3%	i
CN(C)[C@@H]1C(=O)C(C(N)=O)=C(O)[C@]2(O)C(=O)C3=C(O)c4c(O)cccc4[C@@](C)(O)[C@H]3[C@H](O)[C@@H]12	0%[25.7 µM]	?	-9%[25.6 µM]	4.1%[20.6 µM]	9%[25.5 µM]	i	-2%[17.1 µM]	-18%[26 µM]	2%[25.6 µM]	6.3µM*	i
O=C(Cc1ccccc1)Oc1ccccc1N1C(=O)CCC1=O	?	5%	-4%	-1.8%	3%	i	-3%	-3%	-6%	-13%	i
CCCCP(=O)(O)c1ccccc1	-7%	4%	1%	-1.4%	0%	/	-5%	-6%	5%	-7%	/
O=C(C1CC(=O)N(C2CCCCC2)C1)N1CCC2(CC1)OCCO2 (centres undefined)	-29%	-1%	-1%	1.3%	-1%	i	?	0%	3%	5%	i
CN1CCC(N(C)c2nc(-c3ccccc3)nc3ccccc23)CC1	?	-10%	-13%	2.3%	-2%	i	?	-4%	-9%	0%	i
c1ccc2oc(N3CCNCC3)nc2c1	19%	6%	-7%	-0.1%	0%	i	-21%	?	-19%	12%	i
Cc1cnc[nH]1	-10%	-13%	6%	0.3%	/	/	-8%	-17%	-2%	-2%	/
O=C(Cc1ccccc1)OCn1nnc2ccccc2c1=O	10%	-11%	3%	-0.8%	-1%	i	0%	5%	-5%	-7%	i
CC(C)n1cc(C(=O)N(CC(=O)NC2CCCC2)Cc2ccccc2)cn1	4%	-6%	-2%	-2.6%	2%	i	-7%	-3%	3%	9%	i
O=C(c1cc(-c2cccnc2)nc2ccc(Cl)cc12)N1CCC2(CC1)OCCO2	-22%	3%	-5%	-3.1%	2%	i	-2%	-6%	-3%	0%	i

Screening results (PubChem)
